Screens: PubChem BioAssay, National Center for Advancing Translational Sciences (NCATS)
PTHR1 agonist – agonists of human PTHR1 parathyroid hormone receptor; Q03431; HEK293 GP2 PTHR1 cells, GloSensor cAMP luminescence, 1 h; Potency, µM (doses to about 115 µM), inactives show top-dose activation, actives largely listed as activators; 0.075% of 410,000 active; AID 743266; note: nearly all actives have a fitted effect of over 55% in size; some results filed as inactive show a strong effect at the top dose; inactives centre near -15; many of its hits are not listed in these tables
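HEK-293-derived GP2 cells expressing PTHR1 and a GloSensor cAMP reporter, 3,000/well, plated overnight, given luciferin plus IBMX (each 0.5 mM as added) for 1 h at 37 °C, then compound for 1 h at 37 °C. Luminescence was read after 15 min at room temperature.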
EPAC1 agonist – activates human EPAC1 exchange factor; O95398; EPAC1 agonist qHTS, biochemical assay; response scale: 100% = response to 6.5 mM cAMP; Potency, µM (series often up to 154 µM), for inactives: at the highest dose activation, actives largely listed as activators; 0.073% of 360,000 active; AID 720707; note: nearly all actives have a fitted effect of over 60% in size
Target sequence (O95398 whole entry, looked up): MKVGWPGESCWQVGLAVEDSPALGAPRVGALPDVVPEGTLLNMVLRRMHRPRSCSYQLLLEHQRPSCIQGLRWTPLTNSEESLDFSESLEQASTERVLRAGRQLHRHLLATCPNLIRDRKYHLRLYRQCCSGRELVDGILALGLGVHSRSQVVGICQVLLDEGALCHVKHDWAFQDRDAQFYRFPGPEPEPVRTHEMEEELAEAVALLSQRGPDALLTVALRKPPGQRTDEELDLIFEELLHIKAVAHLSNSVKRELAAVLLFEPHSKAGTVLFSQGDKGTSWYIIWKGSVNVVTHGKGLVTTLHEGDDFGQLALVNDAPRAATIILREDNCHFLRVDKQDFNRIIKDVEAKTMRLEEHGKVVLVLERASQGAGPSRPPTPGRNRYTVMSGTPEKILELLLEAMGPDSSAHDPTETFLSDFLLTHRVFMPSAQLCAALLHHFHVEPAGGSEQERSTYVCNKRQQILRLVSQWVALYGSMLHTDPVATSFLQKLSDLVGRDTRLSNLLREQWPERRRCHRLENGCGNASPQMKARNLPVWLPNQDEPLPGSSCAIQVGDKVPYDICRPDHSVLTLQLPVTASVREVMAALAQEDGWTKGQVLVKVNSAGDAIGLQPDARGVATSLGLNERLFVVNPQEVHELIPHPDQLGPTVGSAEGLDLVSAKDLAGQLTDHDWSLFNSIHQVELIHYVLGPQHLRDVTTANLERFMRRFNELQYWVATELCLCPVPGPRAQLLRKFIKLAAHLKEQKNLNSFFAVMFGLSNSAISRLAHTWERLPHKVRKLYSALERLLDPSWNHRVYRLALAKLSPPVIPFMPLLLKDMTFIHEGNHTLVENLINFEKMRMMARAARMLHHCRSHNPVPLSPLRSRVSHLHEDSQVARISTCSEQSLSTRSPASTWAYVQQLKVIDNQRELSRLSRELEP
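Compounds were pinned as a concentration titration into mixtures of EPAC1 (100 nM), BODIPY-GDP-loaded Rap1B (250 nM) and GDP (50 uM). After 5 min at room temperature, fluorescence was followed for 30 min; activity was scaled to 6.5 mM cAMP.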
EPAC2 antagonist – antagonists of human EPAC2. 0.18% of 360,000 active. Potency, µM (top dose mostly 114 µM), for inactives: at the top dose activity, negative = inhibition, usual class: inhibitors. AID 720708. EPAC2 GEF exchange of Rap1B-BODIPY-GDP, fluorescence. Q8WZA2; note: % is set by controls: 0 for no effect and ±100 for the full control effect; nearly all actives have a fitted effect of over 45% in size; many of its hits are not listed in these tables
EPAC2 ag – activates human EPAC2 exchange factor; 0.079% of 360,000 active; EPAC2 activation, biochemical qHTS; response scale: 100% = 6.5 mM cAMP response; Potency, µM (titrated, usually from 154 µM), inactives show at the top dose activation, actives largely listed as activators; Q8WZA2; note: nearly all actives have a fitted effect of over 50% in size
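In this primary screen, activation is scored as increased exchange of BODIPY-GDP from Rap1B by 100 nM EPAC2, with 50 uM GDP as competitor. Signal is normalized to the 6.5 mM cAMP agonist control.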
FUS yeast rescue – FUS proteinopathy suppression in yeast; S. cerevisiae FUS-expressing, growth rescue, OD600, 24 h; Potency, µM (titrated, usually from 76.6 µM), for the others: at the top dose growth rescue (activation), usual class: activators; 0.24% of 390,000 active;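 note: plate controls were DMSO vehicle for no effect and reference control for full effect; nearly all actives have a fitted effect of over 55% in size; some results filed as inactive show a strong effect at the top dose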
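FUS-expressing yeast, raffinose-pregrown, induced in 2% galactose minimal medium at OD 0.005; compounds in a dilution series, 24hr at 30C. Growth restoration read as absorbance at 600 nm. CP55940 positive control, DMSO negative.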
aSyn rescue – alpha-synuclein toxicity inhibition in yeast. Yeast expressing alpha-synuclein, growth rescue, BacTiter-Glo, 24 h. 0.14% of 370,000 active. AID 652106. Potency, µM (highest dose often 46.1 µM), for the others: top-dose growth rescue (activation), actives largely listed as activators; note: % of control where 0% means no effect; nearly all actives have a fitted effect of over 65% in size
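Rescue of yeast growth: cells expressing toxic alpha-synuclein, induced in galactose at OD600 0.02, incubated with compound 24 h at 30 C. ATP luminescence quantified growth; inhibitors of toxicity appear as activators.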
TDP-43 yeast inh – rescues yeast growth from TDP-43 toxicity; Potency, µM (doses to about 46.1 µM), for inactives: top-dose growth rescue (activation), actives largely listed as activators; AID 652104; 1.8% of 410,000 active; TDP-43 expressing yeast growth rescue, BacTiter-Glo, 24 h; note: % of control where 0% means no effect; nearly all actives have a fitted effect of over 50% in size
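In this qHTS, compounds that restore growth of yeast expressing TDP-43 appear as activators. Cells (OD600=0.02, galactose medium, raffinose-pregrown) are incubated with compound 24 hr at 30 deg C and growth is quantified by BacTiter-Glo.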
EPAC1 antag – EPAC1 (human) antagonism; EPAC1 GEF assay, Rap1b-BODIPY-GDP exchange fluorescence; AID 720709; Potency, µM (highest dose often 115 µM), for the others: top-dose activity change, negative = inhibition, usual class: inhibitors; 0.14% of 360,000 active;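 note: plate controls were vehicle for no effect and positive control for full effect; nearly all actives have a fitted effect of over 50% in size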
The depositor's hits bear a star; i = inactive; ? = inconclusive; nt = not tested or not shown; & = joins results of further samples; [ ] = another dose, or the depositor's remark. Calls come from the whole dose curve; as a rule, active = well fitted curve in the direction sought with a large enough effect; inconclusive = small, poorly fitted or top-dose-only effect, or another doubt; inactive = no such curve, though single readings can be large; an effect the other way counts as inactive or inconclusive. Potency is the fitted concentration of half-maximal effect. A portion of the library; count on the stated rates, not on these rows.

Below each SMILES – PTHR1 agonist	EPAC1 agonist	EPAC2 antagonist	EPAC2 ag	FUS yeast rescue	aSyn rescue	TDP-43 yeast inh	EPAC1 antag
Cc1nn(-c2ccccc2)c2c1/C(=N/O)CC(C)(C)C2
→ i	-8%	1%	4%	nt	0%	7%	-2%
O=C(c1ccco1)N1CCN(c2cc(=O)n(-c3ccc(Cl)cc3)c(=O)[nH]2)CC1
→ -3%	-11%	11%	7%	-9%	-9%	12%	-26%
O=C(CN1CCN(c2ccccc2F)CC1)Nc1ccc2c(c1)CCC2
→ i	-5%	6%	0%	3%	4%	-2%	3%
Nc1c(Cl)cc(Cl)cc1C(=O)OCC(=O)NC1CC1
→ -10%	4%	-1%	2%	27%	0%	4%	1%
O=S(Cc1ccccc1)CC(O)(c1ccccc1)c1ccccc1 (stereo not drawn)
→ i	-2%	6%	4%	12%	9%	-4%	7%
CC1=NN(c2nc(N)nc(/C(C#N)=C/c3ccc([N+](=O)[O-])o3)n2)C(C)(C)C1
→ i	6%	-3%	4%	nt	1%	0%	-3%
CC(C)(C)Nc1nc(NC(C)(C)C)nc(-n2ccnc2)n1
→ -1%[57.5 µM]	-12%	-6%	-13%	28%	6%	-3%	8%
CC(=O)NCC1CCCN(c2nc3nonc3nc2N(C)Cc2ccccc2)C1 (stereo not drawn)
→ -13%	2%	5%	-8%	-14%	0%	9%	2%
Cc1ncc([N+](=O)[O-])n1CCOC(=O)Nc1ccc([N+](=O)[O-])cc1
→ i	3%	2%	4%	4%	2%	0%	9%
Cc1c(C(=O)N2CCOCC2)c(S(=O)(=O)Nc2cccc(C#N)c2)c(C)n1C
→ i	-12%	2%	1%	-25%	3%	-3%	6%
COc1cc(NC(=O)C2CCCN(S(=O)(=O)c3ccc4c(c3)CCCN4C(C)=O)C2)cc(OC)c1 (stereo not drawn)
→ i	1%	?	3%	?	0%	-14%	1%
O=C(NCc1ccco1)C(=O)c1cn(CC(=O)N2CCCCC2)c2ccccc12
→ i	7%	-4%	9%	21%	1%	10%	12%
CNC(=O)CCCCC(=O)N/N=C/c1ccc(Cl)cc1Cl
→ i	-9%	16%	4%	-9%	0%	6%	5%
Cc1ccc(S(=O)(=O)N2CCOCC2)cc1NC(=O)Cn1cc(C(F)(F)F)cc(Cl)c1=O
→ i	4%	3%	0%	nt	5%	13%	1%
O=C(CC1Nc2ccccc2NC1=O)Nc1cc(Cl)cc(Cl)c1 (stereo not drawn)
→ i	6%	5%	11%	5%	20%	-15%	6%
Cc1ccccc1N(CC(=O)NCc1ccc2c(c1)OCO2)C(=O)C1CSC(=O)C1 (stereo not drawn)
→ i	-5%	-2%	9%	11%	3%	8%	-16%
CN(C)C(=O)c1cccc(-c2cccc(-c3nc(C(=O)NCc4ccccc4)cc4c3[C@@H](CCO)N(S(=O)C(C)(C)C)C4)c2)c1 (stereo partly drawn)
→ i	0%	7%	1%	35µM*	4%	18%	-27%
O=C(Cc1nc(-c2ccc(Br)s2)cs1)NCCN1CCOCC1
→ -17%	3%	-2%	-1%	?	-1%	1%	-3%
COc1cccc(-c2cc(C(=O)NCC3CCCO3)c3cc(Br)cc(C)c3n2)c1 (stereo not drawn)
→ i	8%	-1%	2%	27%	1%	12%	9%
Cc1noc(C)c1COc1ccc(C(=O)NCCOc2ccccc2)cc1
→ -53%[inhibitor]	9%	5%	19%	14%	0%	-4%	12%
CCC1(c2ccc(F)cc2)NC(=O)N(CC(=O)N2CCN(S(=O)(=O)c3ccc(C)cc3C)CC2)C1=O (stereo not drawn)
→ -37%[inhibitor]	2%	2%	14%	?	1%	4%	-5%
Cc1ccc(-n2nc3c(c2NC(=O)c2ccc4c(c2)OCO4)CS(=O)C3)c(C)c1 (stereo not drawn)
→ -19%	8%	8%	9%	2%	-1%	?	2%
Cn1cc(S(=O)(=O)NC2CCCC2)c(=O)n(C)c1=O
→ -12%	11%	4%	-1%	-3%	-1%	-4%	-29%
O=c1cc([O-])[n+]2c3n1CCCN3CCC2
→ -17%	7%	-1%	4%	nt	-3%	13%	1%
Cc1ccc(OCCNC(=O)/C=C/c2ccccc2)cc1
→ i	6%	-10%	16%	8%	11%	9%	-7%
COc1ccccc1NC(=O)NCC1CC1(Cl)Cl (stereo not drawn)
→ i	2%	-15%	13%	5%	0%	-9%	3%
Cc1nnn(-c2nonc2N)c1C(=O)NNC(=O)c1ccc(Cl)c(Cl)c1
→ -6%	1%	-5%	4%	-5%	-8%	-13%[0.397 µM]	-6%
C/C(CC(=O)Nc1cc(Cl)ccc1Cl)=N\NC(N)=S
→ -15%	8%	-2%	8%	?	6%	?	0%
N#CC1(NC(=O)COC(=O)c2ccc(-c3ccc(O)cc3)cc2)CCCCC1
→ -35%[inhibitor]	-4%	2%	0%	11%	5%	?	-9%
Cc1ccc(C)c2[nH]c(=O)c(CCNC(=O)c3ccc(S(=O)(=O)N4CCOCC4)cc3)cc12
→ -14%	2%	-6%	5%	23%	5%	-14%	-5%
CCOc1ccc(NC(=O)N2CCC(C(N)=O)(N3CCCCC3)CC2)cc1
→ -23%	7%	-2%	5%	-24%&-15%	-6%	21%&-7%	-8%
CCCN1C(=O)C2(SC(NC(C)=O)=NN2C(C)=O)c2cc(C)cc(C)c21 (stereo not drawn)
→ i	6%	-2%	4%	10%	7%	8%	-4%
COCCN(CC(=O)Nc1cccc(C)c1C)C(=O)c1ccc2c(c1)OCO2
→ -23%	-39%[inhibitor]	8%	2%	11%	0%	8%	7%
CC1(C)C(=O)NC(=O)N1Cc1ccccc1
→ i	-9%	4%	-3%	-14%	-1%	-5%	-4%
CCCCN1C(=O)C(CC(=O)NCC)SC1=Nc1ccccc1 (stereo not drawn)
→ -22%	5%	1%	1%	2%	0%	11%	4%
COc1cc(O)c(C(CCN2CCCCC2)c2ccc(N(C)C)cc2)c(OC)c1 (stereo not drawn)
→ -9%	0%	5%	6%	1%	4%	2%	11%
COc1cccc(CCNS(=O)(=O)CCNC(=O)c2cccc(OC)c2)c1
→ i	-4%	5%	8%	5%	-1%	21%	-5%
Fc1ccc(CSc2nnc3ccc(-c4ccncc4)nn23)cc1
→ i	-12%	3%	3%	-5%	1%	-8%	-18%
Cc1ccc(-n2c(SCC(=O)N3CCC(C(=O)O)CC3)nc3ccccc3c2=O)cc1C
→ -8%	1%	-8%	4%	25%	1%	4%	-6%
COc1ccc(-c2nc(SCC(=O)NC3CCCCC3)n[nH]2)cc1
→ -29%	3%	0%	7%	0%	2%	6%	-9%
Cc1cccc([C@@H]2[C@@H]3C(=O)N(Cc4ccccc4)C(=O)[C@@H]3[C@]3(Cc4ccccc4)C(=O)N(c4ccccc4)C(=O)N23)c1
→ 8%	-3%	7%	1%	?	-3%	-4%	-11%
COc1ccc(-c2csc3nc[nH]c(=O)c23)cc1
→ i	3%	1%	0%	-22%	0%	12%	-6%
Cc1c(N=C2N=C(NC(=O)Nc3ccc(Cl)cc3)c3ccccc32)c(=O)n(-c2ccccc2)n1C
→ i	5%	1%	-11%	2%	5%	17%	3%
O=c1cc(Cl)[nH]c(=O)n1Cc1ccccc1
→ i	4%	1%	16%	13%	-5%	?	4%
CC(C)CCNC(=O)NC(=O)CSc1ccc(S(=O)(=O)N2CCOCC2)cn1
→ i	-14%	-16%	-9%	21%	8%	4%	-7%
COc1ccccc1N1CCN(CC(=O)Nc2nccs2)CC1
→ i	6%	-3%	10%	9%	-3%	3%	-2%
O=C(Nc1cc(Cl)ccc1O)c1snnc1-c1ccccc1
→ -12%[57.5 µM]	-1%	1%	13%	13%	-9%	11%	6%
Cc1ccc(C(=O)NC2CCN(S(=O)(=O)c3ccccc3F)CC2)cc1
→ -60%[inhibitor]	2%	10%	17%	33%	-13%	-20%	3%
Cc1cccc(OCC(=O)N/N=C\c2cn(C)c3ccccc23)c1
→ -13%	-18%	11%	-2%	12%	0%	-8%	-7%
CCCCCC(O)(CCN1CCCCC1)c1ccc(OCC)cc1 (stereo not drawn)
→ i	-2%	-5%	-2%	0%	0%	-2%[9.22 µM]	-9%
Cc1ccc(OC(=O)c2ccc(C)c([N+](=O)[O-])c2)cn1
→ -2%	14%	-8%	9%	7%	1%	16%	-24%
c1ccc(CN2CCOCC2)cc1
→ -20%	2%	19%	4%	3%	-1%	-25%	9%
Cn1cccc1C(=S)N=P(C1CCCCC1)(N1CCOCC1)N1CCOCC1
→ -16%[57.5 µM]	3%	-3%	10%	6%	0%	-4%	6%
CCOC(=O)N1CCC(NC(=O)c2ccc3c(c2)N=C(C)c2c(C)ccc(C)c2S3)CC1
→ -9%	15%	?	9%	?	17%	22%	?
Cc1cc([N+](=O)[O-])nn1CC(=O)Nc1cc(F)ccc1F
→ 23%	-8%	1%	1%	-7%	-4%	-4%	2%
COc1ccc(C)cc1S(=O)(=O)N(C)CC(=O)NC1CC1
→ -2%	11%	-5%	19%	0%	-3%	-14%	-5%
COc1ccc(CCNC(=O)NS(=O)(=O)c2ccc(C)cc2)cc1OC
→ -9%	11%	-4%	14%	15%	-2%	-2%	-1%
O=C1NCCN1C(=O)c1ccco1
→ i	1%	-2%	-3%	nt	-3%	-10%	-14%
Cc1cn[nH]c1
→ -18%	-8%	5%	12%	-18%	?	1%	-6%
O=C(NC(=S)N1CCN(C/C=C/c2ccccc2)CC1)c1ccc(Cl)nc1
→ i	-1%	3%	-1%	3%	0%	7%	-12%
COc1ccc(NC(=O)CNc2ccccc2C(C)=O)cc1S(=O)(=O)N1CCOCC1
→ -12%	2%	3%	6%	15%	-3%	0%	13%

Some of these compounds in order of the EPAC1 agonist value, descending:
canonical_smiles,EPAC1 agonist
Cc1c(N=C2N=C(NC(=O)Nc3ccc(Cl)cc3)c3ccccc32)c(=O)n(-c2ccccc2)n1C,5%
COc1ccc(-c2csc3nc[nH]c(=O)c23)cc1,3%
COc1ccc(NC(=O)CNc2ccccc2C(C)=O)cc1S(=O)(=O)N1CCOCC1,2%
Cc1cn[nH]c1,-8%
